Pf growth 48h = P. falciparum growth inhibition at 48 hours (one generation) | P. falciparum luciferase growth in erythrocytes, 48 h | Potency, µM (highest dose often 28.7 µM), without a hit: at the top dose activity change, negative = inhibition, actives largely listed as inhibitors | 310,000 tested, 5.9% active; also: potency is read from the fitted curve at half-maximal effect; % is scaled to controls: 0 for no effect and ±100 for the full control effect
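Firefly luciferase activity from engineered P. falciparum reports growth; inhibitors lower the luminescent signal. Cultures contained 2% hematocrit erythrocytes at 0.1% final parasitemia.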
CHX counter = counter-screen hit for Shiga toxin inhibitors, cycloheximide; max response, %; 300,000 tested, 12% active; cell reporter, cycloheximide protein synthesis inhibition counterscreen; in the data active = max response mostly above about 13%, no sharp cut-off; inactive = mostly below about 14%; also: read at 38.3 µM for the half of the compounds with a filed dose; 0% is about no effect
LmPK inhibitor = LmPK (Leishmania mexicana) enzyme inhibition; purified LmPK, Kinase-Glo ATP luminescence, 1 h; Q27686; AID 1721; Potency, µM (titrated, usually from 57.5 µM), for inactives: top-dose activity change, negative = inhibition, most hits filed as inhibitors; 290,000 tested, 0.37% active; also: potency is read from the fitted curve at half-maximal effect; % is scaled to controls: 0 for no effect and ±100 for the full control effect
Target sequence (Q27686 whole entry, looked up): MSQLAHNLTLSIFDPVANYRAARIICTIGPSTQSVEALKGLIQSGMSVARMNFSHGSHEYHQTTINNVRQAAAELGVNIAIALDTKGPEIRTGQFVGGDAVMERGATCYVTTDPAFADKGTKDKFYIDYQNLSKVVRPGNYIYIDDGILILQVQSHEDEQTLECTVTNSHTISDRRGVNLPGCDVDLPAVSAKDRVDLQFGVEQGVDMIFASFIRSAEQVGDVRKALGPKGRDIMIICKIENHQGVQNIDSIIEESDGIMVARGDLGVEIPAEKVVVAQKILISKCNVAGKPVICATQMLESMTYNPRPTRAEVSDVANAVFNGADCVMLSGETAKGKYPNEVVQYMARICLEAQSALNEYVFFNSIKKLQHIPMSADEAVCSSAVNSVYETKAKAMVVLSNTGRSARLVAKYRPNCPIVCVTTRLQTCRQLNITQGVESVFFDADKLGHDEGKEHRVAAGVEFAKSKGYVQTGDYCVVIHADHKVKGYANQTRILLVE
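ATP generated from ADP (0.1 mM) and PEP (0.5 mM) by 0.1 nM LmPK over 1 h at room temperature (pH 7.2 imidazole buffer) was detected by coupled luciferase luminescence. Values were normalized to uninhibited and no-enzyme wells.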
AmpC inh no detg = AmpC beta-lactamase inhibition without detergent; P00811; AmpC nitrocefin hydrolysis, absorbance 480 nm, 0.0001% Triton; Potency, µM (doses to about 57.1 µM), inactives show at the highest dose activity change, negative = inhibition, usual class: inhibitors; 330,000 tested, 0.52% active;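 also: potency is read from the fitted curve at half-maximal effect; plate controls were no compound for no effect and no enzyme for full effect; nearly all actives have a fitted effect of over 20% in size; some results filed as inactive show a strong effect at the top dose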
Target sequence (P00811 whole entry, looked up): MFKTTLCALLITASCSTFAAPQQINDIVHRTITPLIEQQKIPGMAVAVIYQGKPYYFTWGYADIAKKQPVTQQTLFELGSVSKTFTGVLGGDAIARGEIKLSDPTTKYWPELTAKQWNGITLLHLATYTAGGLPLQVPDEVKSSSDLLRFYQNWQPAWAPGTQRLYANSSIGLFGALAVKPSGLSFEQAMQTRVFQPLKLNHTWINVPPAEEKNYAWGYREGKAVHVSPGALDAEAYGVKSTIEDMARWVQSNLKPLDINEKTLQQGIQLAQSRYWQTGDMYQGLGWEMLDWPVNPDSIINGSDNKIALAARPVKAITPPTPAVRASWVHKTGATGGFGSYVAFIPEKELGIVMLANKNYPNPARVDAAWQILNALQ
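20 mM phosphate pH 7.0 + 0.01% (detergent screen) or 0.0001% Triton X-100; 5.3 nM AmpC reagent; cpd preinc 15 min RT; nitrocefin (800 uM stock) to start; A480 q20 s × 4 min; Activity was normalised to no-enzyme and no-compound control wells.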
Tb PYK inh = inhibitors of Trypanosoma brucei pyruvate kinase | Q57TT1 | TbPYK enzyme, Kinase-Glo Plus ATP luminescence, 45 min | Potency, µM (highest dose often 76.8 µM), for inactives: top-dose activity, negative = inhibition, most hits filed as inhibitors | 410,000 tested, 0.12% active | AID 624173; also: potency is read from the fitted curve at half-maximal effect; % is scaled to controls: 0 for no effect and ±100 for the full control effect; nearly all actives have a fitted effect of over 50% in size
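Screened from lowest to highest concentration, compounds were pinned into TbPYK/substrate mixtures, and ADP (130 uM final) was added. Plates sat at room temperature for 45 min prior to Kinase-Glo Plus detection by luminescence.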
Pf growth 96h = inhibits malaria parasite growth, 96 h | AID 504834 | Potency, µM (highest dose often 28.7 µM), for the others: at the top dose activity change, negative = inhibition, actives largely listed as inhibitors | 320,000 tested, 6.9% active | P. falciparum luciferase reporter growth, 96 h; also: potency is read from the fitted curve at half-maximal effect; % is scaled to controls: 0 for no effect and ±100 for the full control effect
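P. falciparum expressing integrated firefly luciferase, in erythrocytes at 2% hematocrit, 0.05% parasitemia, incubated with compounds 96 h at 37 C, 5% CO2. Growth inhibition read as loss of luminescence; two-generation exposure targets delayed-death apicoplast inhibitors.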
Shiga inhibitor = blocks Shiga toxin action in Vero cells. inhibition, % at 38.7 µM. AID 2315. Vero cells, Shiga toxin protein synthesis inhibition reporter. 290,000 tested, 9.2% active; in the data active = inhibition mostly above about 28%, no sharp cut-off; inactive = mostly below about 43%; also: 0% is about no effect
Starred values were filed as active, the others as inactive; u = inconclusive; x = not tested or not shown; & = joins results of further samples; [ ] = remark or other dose. Unless noted, calls follow the shape of the dose curve; as a rule, active = well fitted curve in the direction sought with a large enough effect; inconclusive = small, poorly fitted or top-dose-only effect, or another doubt; inactive = no such curve, though single readings can be large; an effect the other way counts as inactive or inconclusive.

Molecule | Pf growth 48h | CHX counter | LmPK inhibitor | AmpC inh no detg | Tb PYK inh | Pf growth 96h | Shiga inhibitor
CSc1ncc(Cl)c(C(=O)Nc2cccc3ccccc23)n1 | 16% | 0 | 4% | -9% | 6% | 54%[activator] | -7
COc1ccc(CN2C(=O)N(c3ccc(OC)cc3)C(=O)C2CC(=O)Nc2ccccc2)cc1 (centres undefined) | -4% | 4 | 8% | -11% | 8% | 47%[activator] | 18
CC(C)c1nc2oc3c(NCCO)ncnc3c2c2c1COC(C)(C)C2 | -7% | -2 | 0% | 44% | -1% | u | -3
COc1ccc(C2(C)CC(C)(C)Nc3ccccc32)cc1 (centres undefined) | u | 0 | 9% | -15% | -18% | -30% | x
O=C(CN1CCN(C(=O)c2ccco2)CC1)Nc1cccc(S(=O)(=O)N2CCCC2)c1 | u | x | x | -6% | 3% | 10µM* | x
COCCCNC(=O)c1ccc(C(=O)NCCCOC)cc1 | 23% | -4 | 1% | -3% | 4% | -15% | 3
O=C(NS(=O)(=O)Oc1ccc(Cl)cc1)OC[C@@H]1CCCN2CCCC[C@H]12 | -12% | 5 | -1% | -20% | -6% | -6% | -4
CCNC(=S)N(CCc1c(C)[nH]c2ccccc12)Cc1cccnc1 | x | -5 | -3% | 26% | -3% | 35%[activator] | -5
CCOc1ccc(-n2c(SCC(=O)NC(C)CC)nc3n[nH]c(C)c3c2=N)cc1 (centres undefined) | u | 13 | 0% | 23% | -8% | 48%[activator] | -11
CC1CCN(S(=O)(=O)c2ccc(C(=O)N3CCCC(C(F)(F)F)C3)cc2)CC1 (centres undefined) | -28% | x | x | 59% | -6% | u | x
O=Cc1cccc(OC(=O)c2ccc(Cl)cc2Cl)c1 | x | 26* | 1% | -22% | x | -21% | 51
CCNc1nc(NCC)n2c(SCC(=O)Nc3ccc(F)cc3)nnc2n1 | 0% | x | x | -11% | -24% | u | x
Cc1cc(-c2ccccc2)n2nc(C)c(-c3ccccc3)c2n1 | -6% | 4 | 8% | 0% | -1% | 7% | -3
O=C(NCCCCc1ccccc1)C12CN(Cc3ccccc3)CC1C(c1ccc([N+](=O)[O-])cc1)=NO2 (centres undefined) | 13µM* | 9 | -1% | -2% | -2% | u | 10
CC[C@]1(O)C[C@H]2CN(CCc3c([nH]c4ccccc34)[C@@](C(=O)OC)(c3cc4c(cc3OC)N(C=O)[C@H]3[C@@](O)(C(=O)OC)[C@H](OC(C)=O)[C@]5(CC)C=CCN6CC[C@]43[C@@H]65)C2)C1 | 0.085µM* | x | x | x | -1% | 9.5µM* | x
COC(=O)C1=C(C)NC2=C(C(=O)CCC2)C1c1ccc(-c2ccsc2C(=O)OC)o1 (centres undefined) | u | 6 | 7% | 50% | -2% | 12µM* | -4
O=C(Cc1cc(=O)oc2cc(O)ccc12)NC(Cc1ccc(Cl)cc1)C(=O)O (centres undefined) | 20% | -1 | 0% | -8% | -5% | 0% | -4
CCOC(=O)c1c(NC(=O)CSc2nccc(=O)[nH]2)sc(C)c1C | 5% | -2 | 2% | -21% | -17% | 0% | -11
O=C(CNc1ccc2c(c1)OCO2)N/N=C\c1cn(Cc2ccccc2)c2ccccc12 | 3% | -2 | 1% | -42% | -20% | u | -5
Cc1cccnc1NC(=O)c1ccc(NS(=O)(=O)/C=C/c2ccccc2)cc1 | u | x | x | u | -2% | -1% | x
COc1ccccc1CCC(=O)Nc1ccc(S(=O)(=O)Nc2nccs2)cc1 | 12% | x | x | -36% | -4% | 0% | x
CC(C)NC(=O)COc1ccc(OCc2ccccc2)cc1 | 4% | 20* | -7% | -15%[11.4 µM] | 0% | 0% | 29
Cc1ccc(S(=O)(=O)c2nc(NCCCn3ccnc3)sc2Cl)cc1 | u | -2 | 2% | -2% | -5% | 6.6µM* | 2
COc1cc(/C=N/NC(=O)CSc2n[nH]c(=O)[nH]c2=O)cc(OC)c1O | 8% | -3 | 7% | -11% | 9% | -3% | -8
CC(C)COCC1CC2(CC(C)(c3csc(N)n3)OC2=O)C(=O)O1 (centres undefined) | 0% | -4 | -4% | -24% | -1% | 22% | 11
O=C(Nc1nnc(S(=O)(=O)N2CCCC2)s1)c1ccccc1Cl | 66%[activator] | -1 | 0% | -26% | -7%&-7% | u | 21
CS(=O)(=O)N(Cc1ccc(C(=O)NCc2ccco2)cc1)c1ccccc1 | u | 0 | 2% | -8% | 3% | 9% | 8
NCCCC[C@H]1CNC(=O)C(=O)N1CCc1cccc2ccccc12 | 0% | -3 | 1% | -10% | -3% | 27% | -8
CCOC(=O)C1CCN(S(=O)(=O)c2cccc(-c3cn4cccnc4n3)c2)CC1 | u | -3 | 6% | 6% | -3% | 42%[activator] | -10
O=C(NCc1csc(-c2cccs2)n1)c1cccc(Cl)c1 | 47%[activator] | 14* | 4% | -27% | 2% | 45%[activator] | 54
O=C1CCCN1C(=O)COc1cc(F)ccc1[N+](=O)[O-] | -26% | x | x | -15% | 3% | 28% | x
COc1cc2cc(CCOC(=O)c3ccc(C(F)(F)F)cc3)oc(=O)c2cc1OC | u | x | x | 2% | -6% | -20% | x
COc1ccc(C(CNC(=O)c2cc3c(s2)CCC(C)C3)N2CCCC2)cc1 (centres undefined) | 9.3µM* | x | x | 96%[activator] | -8% | 4.1µM* | x
CC1C(=O)CC2C3(C)CCC2(C(C)C(=O)O)C(=O)C13 (centres undefined) | 3% | x | x | x | -8% | -9% | x
Clc1c(Cl)c(Cl)c2n[nH]nc2c1Cl | 22% | 1 | -3% | -34% | 3% | 2% | 10
Cc1ccc(NC(=S)N(CCN(C)C)C(C)c2cccnc2)cc1 (centres undefined) | -11% | -1 | 7% | -17% | 3% | u | -11
CS(=O)(=O)N(CCc1ccccc1)CC(=O)Nc1ccccc1 | 2% | -2 | 2% | -21% | 4% | -15% | -5
CC(CO)(CO)NCc1ccc(-c2ccccc2)cc1 | -18% | 7 | -3% | -20% | 4% | -16% | 13
Cc1cccc2sc(NC(=O)CN3C(=O)NC4(CCCC4)C3=O)nc12 | -16% | 2 | -3% | 3% | -2% | -17% | 11
Cc1cccc(C(=O)Oc2ccccc2C(=O)N2CCOCC2)c1 | 23% | 2 | 1% | 15% | 0% | 28% | 14
O=C(CNC(=S)N(CCCN1CCOCC1)Cc1cccs1)N1CCOCC1 | 9% | -4 | -4% | -21% | 0% | 36%[activator] | -11
CC1(C)CC(=O)C(C=NCCCN2CCCC2=O)=C(O)C1 | x | -4 | 11% | -15% | -2% | 27% | -3
CCOc1ccc(C(C)=O)cc1CN1C(=O)c2ccccc2S1(=O)=O | -22% | 1 | -3% | -1% | 8% | -6% | -4
O=Cc1cc(-c2ccccc2)[nH]c1-c1ccccc1 | 70%[activator] | 24* | 2% | -27% | 0% | 3% | x
COc1cccc(NC(=O)CSc2nc3ccccc3c(=O)n2CCCC(=O)NCCCN2CCOCC2)c1 | u | -4 | 8% | 216%[activator] | -5% | u | -23
COc1ccc(NC(=O)CCC2COc3ccccc3O2)c(OC)c1 (centres undefined) | -6% | -1 | 7% | 1% | -4% | 2%[5.75 µM] | 19
C=CCn1c(C)nnc1SCC(=O)c1c(N)n(C2CC2)c(=O)[nH]c1=O | u | x | x | 90%[activator] | -6% | 10% | x
CCc1ccc(-c2nc(CS(=O)CC(=O)NC3CCCCCC3)c(C)o2)cc1 (centres undefined) | 21% | 14* | 2% | 101%[activator] | -24% | 8.3µM* | 15
CCOC(=O)N1CCN(Cc2nc(N)nc(Nc3ccc(OC)cc3)n2)CC1 | -13% | 6 | -5% | -7% | -1% | x | -18
CCc1ccccc1NC(=O)CNC(=O)c1n[nH]c(=O)c2ccccc12 | -13% | x | x | -13% | -2% | -18% | x
COc1cccc(CNC(=O)CNC(=O)c2cccs2)c1 | 11% | 1 | -7% | -14% | 10% | u | -6
CCOC(=O)C(Sc1nnc2c3ccccc3n(CC)c2n1)C(=O)OCC | u | -2 | -7% | 45% | u | x | 1
Cc1ncc([N+](=O)[O-])n1Cc1ccccc1 | 9% | -1 | 0% | 0% | 2% | -14% | -10
CCCc1nnc(NC(=O)CCC(=O)O)s1 | x | 5 | 13% | 3% | 2% | u | 21
COC(=O)Cc1cc(=O)n2[nH]c(C)nc2n1 | 3% | -2 | -8% | -10% | 0% | u | 1
COc1ccccc1-c1cc(C(=O)NCc2ccco2)no1 | 31%[activator] | 37* | -7% | -28% | 3% | x | 30
CCc1cc(=O)[nH]c(SCC(=O)N2CCCC2)n1 | 3% | x | x | -2% | 1% | -8% | x
Nn1c(Cc2cccc3ccccc23)nnc1SCc1ccccc1Cl | u | 3 | 4% | 15% | -22% | u | -4
N#CC1(Cc2ccc(Cl)cc2)c2ccccc2C=CN1C(=O)c1ccccc1 (centres undefined) | x | 13 | 1% | -17% | 4% | u | 18
Cc1ccc(S(=O)(=O)N(CC(=O)O)Cc2ccco2)cc1 | 118%[activator] | 9 | 11% | -24% | -1% | 34%[activator] | 22

Next part
Molecule | Pf growth 48h | CHX counter | LmPK inhibitor | AmpC inh no detg | Tb PYK inh | Pf growth 96h | Shiga inhibitor
COc1ccc([C@H]2[C@H](C(=O)C(C)(C)C)N3N=Cc4ccccc4C3C23C(=O)OC(C)(C)OC3=O)cc1 (some centres undefined) | -22% | -4 | -3% | -22% | 5% | 7% | -8
CSc1ccc(CN(C)CC(=O)Nc2c(F)cccc2F)cc1 | -2% | -2 | 1% | -29%[11.4 µM] | -7% | 2% | -6
COC(=O)c1cccc(NC(=O)c2ccccc2)c1 | 38%[activator] | 29* | -11% | -18% | -5% | 39%[activator] | 50*
CCc1c(C)nc(N)nc1Cl | 75%[activator] | -4 | 5% | -4% | 1% | 21% | -13
CC(=O)c1cc(CN2CCN(C3CCCCC3)C(CCO)C2)cs1 (centres undefined) | -1% | 0 | 5% | -16% | -8% | -6% | -17
COc1ccccc1NC(=O)N1CCCC1C(=O)NCc1ccc(F)cc1 (centres undefined) | 15% | 1 | -1% | -5% | -2% | 14% | 2
C/C(=N\NC(=S)NCc1ccccc1)c1ccc2ccccc2c1OC(F)F | 0% | 11 | 6% | 47% | -1% | u | -6
Cc1cc(=O)oc(C)c1C(=O)NCCN1CCOCC1 | 8% | -2 | 2% | -15% | -6% | 19% | -9
CCOC(=O)c1sc2nc(CSc3ccccc3Cl)[nH]c(=O)c2c1C | 2% | -7 | 6%[11.5 µM] | -25% | 3% | 36% | -16
CCOc1ccc(Nc2cc(=O)[nH]c(=O)[nH]2)cc1 | 3% | -1 | -2% | -4% | 2% | -7% | -8
O=C(CNC(=O)c1ccco1)N=Nc1c(O)[nH]c2ccc([N+](=O)[O-])cc12 | 22% | -2 | -1% | -11% | -15% | 15% | -6
O=C(Nc1ccncc1)c1ccc2c(c1)C(=O)N(C1CCCCC1)C2=O | x | -3 | 0% | 0% | 3% | u | 21

Some entries already given, limited to AmpC inh no detg.
SMILES	AmpC inh no detg
O=C(CNC(=O)c1ccco1)N=Nc1c(O)[nH]c2ccc([N+](=O)[O-])cc12	-11%
C/C(=N\NC(=S)NCc1ccccc1)c1ccc2ccccc2c1OC(F)F	47%

Screening data: PubChem BioAssay, National Center for Advancing Translational Sciences (NCATS)
